CXXC DNA block – qHTS Fluorescence Polarization Assay for Inhibitors of MLL CXXC domain - DNA interaction | Histone-lysine N-methyltransferase 2A (Homo sapiens), Q03164 | MLL-CXXC / FITC-HOXA9 DNA fluorescence polarization | Potency, µM (highest dose often 115 µM), for inactives: at the highest dose activity change, negative = inhibition, hits mostly inhibitors | 0.037% of 290,000 active; active = well fitted inhibition curve with a large enough effect in the polarisation, with a control signal flat, not every such curve was filed as active; inconclusive = small, poorly fitted or top-dose-only effect, or effect the other way, or a change in a side signal; inactive = no such curve, though single readings can be large or run the other way; the % refers to the polarisation
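Fluorescence polarization: 7 uM MLL-CXXC (stock) preincubated 5 min with compounds, then 50 nM fluorescein-HOX-A9 DNA (stock) added; 30 min ambient. Buffer 50 mM Tris-HCl pH 7.5, 50 mM NaCl, 1 mM DTT, 0.05% BSA.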
NPC1 promoter act – qHTS Assay for NPC1 Promoter Activators; Huh7 NPC1 promoter luciferase reporter, 24 h; Potency, µM (doses to about 9.22 µM), for the others: at the top dose activation, hits mostly activators; 2.4% of 320,000 active; AID 485313, 2010;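 note: % of control where 0% means no effect; nearly all actives have a fitted effect of over 60% in size; reporter is driven by a mutant NPC1 promoter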
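In 1536-well qHTS, Huh7 cells harboring an NPC1 promoter–luciferase construct received compound for 24 h; activation was quantified by luminescence following luciferase reagent addition.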
Rab9 promoter act – qHTS Assay for Rab9 Promoter Activators; Huh7 Rab9 promoter-luciferase reporter, luminescence, 24 h; Potency, µM (series often up to 9.22 µM), inactives show at the highest dose activation, negative = inhibition, most hits filed as activators; 2.8% of 320,000 active; AID 485297, 2010; note: % of control where 0% means no effect; nearly all actives have a fitted effect of over 60% in size
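Cell-based reporter: Huh7 stable for Rab9 promoter-driven luciferase, plated in reduced-serum medium with 10% FBS at 1500 cells/well, compound-treated 24 h at 37 °C, luminescence read after 10 min reagent.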
BRCA1 expr up – qHTS Assay to Identify Small Molecule Activators of BRCA1 Expression | MCF7-BRCA1-FFLuc reporter, luminescence, 48 h; response scale: scaled: vehicle 0%, 10 µM genistein 100% | Potency, µM (series often up to 46.1 µM), inactives show at the top dose activation, most hits filed as activators | 1.1% of 380,000 active | AID 624202, 2012; note: nearly all actives have a fitted effect of over 80% in size; some results filed as inactive show a strong effect at the top dose
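Luminescence from a BRCA1-driven firefly luciferase in MCF7 cells was read after 48 h compound exposure at 37 C. Data normalized against DMSO and a 10microM genistein activation control, then curve-fitted across the titration.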
FLuc counter – qHTS profiling assay for firefly luciferase inhibitor/activator using purifed enzyme and Km concentrations of substrates (counterscreen for miR-21 project); purified FLuc, Km substrates, luminescence inhibition; Potency, µM (doses to about 57.5 µM), without a hit: top-dose activity change, negative = inhibition, usual class: inhibitors; 6.9% of 360,000 active;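 note: plate controls were vehicle for no effect and reference inhibitor for full effect; nearly all actives have a fitted effect of over 55% in size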
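Biochemical qHTS of compounds, final roughly 60 µM downward over six points, against 10 nM purified firefly luciferase using Km concentrations of substrates (10 uM D-luciferin, 10 uM ATP) in Tris acetate pH 7.5 buffer; luminescence output.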
RORgamma inh – qHTS for inhibitors of ROR gamma transcriptional activity. Nuclear receptor ROR-gamma (Mus musculus), P51450. Drosophila S2 Gal4-RORgamma UAS-luciferase reporter, 20 h. Potency, µM (doses to about 53.6 µM), for the others: at the top dose activity change, negative = inhibition, most hits filed as inhibitors. 5.4% of 310,000 active. AID 2551, 2010; note: % is set by controls: 0 for no effect and ±100 for the full control effect; nearly all actives have a fitted effect of over 60% in size
Target sequence (P51450 whole entry, looked up, the tested form may be a part): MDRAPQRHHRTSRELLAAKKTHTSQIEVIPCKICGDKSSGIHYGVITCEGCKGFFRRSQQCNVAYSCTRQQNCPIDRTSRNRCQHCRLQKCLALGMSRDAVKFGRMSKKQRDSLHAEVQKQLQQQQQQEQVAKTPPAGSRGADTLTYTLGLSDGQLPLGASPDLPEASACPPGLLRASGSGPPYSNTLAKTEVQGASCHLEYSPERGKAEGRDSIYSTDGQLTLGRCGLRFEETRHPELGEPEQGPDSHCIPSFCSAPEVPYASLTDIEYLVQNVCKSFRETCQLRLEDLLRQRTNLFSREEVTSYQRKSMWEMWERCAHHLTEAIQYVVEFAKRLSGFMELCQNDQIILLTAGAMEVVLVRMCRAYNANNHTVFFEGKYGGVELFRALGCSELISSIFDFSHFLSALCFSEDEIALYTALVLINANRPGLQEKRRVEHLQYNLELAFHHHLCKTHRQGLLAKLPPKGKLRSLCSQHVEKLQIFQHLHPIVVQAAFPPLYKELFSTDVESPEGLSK
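In this cell-based reporter format, copper sulfate (700 uM final) drives Gal4–ROR gamma fusion expression from a metallothionein promoter in Drosophila Schneider cells; compounds preincubated 1 hr, reporter read after 20 hr at ambient temperature.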
p53 reactivation – qHTS assay for re-activators of p53 using a Luc reporter. AID 504706, 2011. H1299 p53-A138V BP100-luciferase reporter, luminescence, 24 h. Potency, µM (series often up to 92.2 µM), without a hit: at the highest dose activity change, positive = activation, usual class: activators. 0.063% of 320,000 active; note: % of control where 0% means no effect; nearly all actives have a fitted effect of over 45% in size
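H1299 (p53-null), stable ts p53-A138V + BP100-Luc; 1000 cells/well, Opti-MEM/10% FBS; cpd 4 pt, 1:5; 24 h, 37 deg C, 5% CO2; detection reagent 10 min RT; luminescence.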
VP16 counter – VP16 counterscreen qHTS for inhibitors of ROR gamma transcriptional activity | Drosophila S2 Gal4-VP16 UAS-luciferase, luminescence, 20 h | Potency, µM (series often up to 53.6 µM), for the others: top-dose activity, negative = inhibition, most hits filed as inhibitors | 3.5% of 310,000 active;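 note: Gal4-VP16 expression switched on by copper sulfate through the metallothionein promoter; % is set by controls: 0 for no effect and ±100 for the full control effect; nearly all actives have a fitted effect of over 50% in size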
ELG1 genotox – qHTS screen for small molecules that induce genotoxicity in human embryonic kidney (HEK293T) cells expressing luciferase-tagged ELG1 | HEK293T ELG1-luciferase reporter, luminescence, 16 h | Potency, µM (top dose mostly 46 µM), for the others: top-dose activity change, positive = activation, most hits filed as activators | 1.3% of 330,000 active | AID 504466, 2011; note: % of control where 0% means no effect; nearly all actives have a fitted effect of over 60% in size
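HEK293T cells expressing luciferase-tagged ELG1 were exposed to compound or DMSO vehicle for 16 hr at 37 °C and 5% CO2. Luciferase activity was then measured with ONE-Glo after 30 min at room temperature.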
uPA surface inh – qHTS for Inhibitors of Cell Surface uPA Generation; cell surface uPA generation assay, qHTS; Potency, µM (doses to about 38.3 µM), without a hit: at the top dose activity change, negative = inhibition, usual class: inhibitors; 0.31% of 330,000 active; active = well fitted inhibition curve with a large enough effect; inconclusive = small, poorly fitted or top-dose-only effect; inactive = no such curve, though single readings can be large or run the other way; tested in mouse RAW 264.7 cells; note: % is set by controls: 0 for no effect and ±100 for the full control effect; nearly all actives have a fitted effect of over 55% in size
MBNL1 CUG block – qHTS Assay for Inhibitors of MBNL1-poly(CUG) RNA binding. Muscleblind-like protein 1 (Homo sapiens), Q9NR56. TR-FRET MBNL1-His/biotin-(CUG)12 binding, 665/545 ratio. Potency, µM (titrated, usually from 57.5 µM), inactives show at the top dose activity change, negative = inhibition, usual class: inhibitors. 0.036% of 280,000 active; active = well fitted inhibition curve with a large enough effect in the signal ratio, with a control signal flat, not every such curve was filed as active; inconclusive = small, poorly fitted or top-dose-only effect, or effect the other way, or a change in a side signal; inactive = no such curve, though single readings can be large or run the other way; the % refers to the signal ratio; note: % is set by controls: 0 for no effect and ±100 for the full control effect
Target sequence (Q9NR56 whole entry, looked up): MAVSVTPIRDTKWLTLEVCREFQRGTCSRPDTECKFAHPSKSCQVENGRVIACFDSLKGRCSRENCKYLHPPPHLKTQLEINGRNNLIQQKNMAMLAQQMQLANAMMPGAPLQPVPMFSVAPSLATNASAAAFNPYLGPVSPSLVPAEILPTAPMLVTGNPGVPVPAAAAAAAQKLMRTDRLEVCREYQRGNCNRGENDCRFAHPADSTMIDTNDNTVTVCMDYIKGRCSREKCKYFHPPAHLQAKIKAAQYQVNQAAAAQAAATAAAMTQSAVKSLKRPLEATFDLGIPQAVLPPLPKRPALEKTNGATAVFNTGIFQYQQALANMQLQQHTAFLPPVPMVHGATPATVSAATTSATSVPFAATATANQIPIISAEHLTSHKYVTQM
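TR-FRET between His-tagged MBNL1 and biotin-(CUG)12 RNA, detected with Tb anti-His antibody (0.055 ng/ul) and streptavidin-XL665 (5 nM), 60 min at room temperature. Compounds titrated 92 nM to 58 uM; 665/545 nm ratio normalized to buffer and complex controls.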
* = called active by the depositor; ? = inconclusive; . = not tested or not shown; [ ] = dose if it differs, or a comment. Unless noted, calls come from the whole dose curve; as a rule, active = well fitted curve in the direction sought with a large enough effect; inconclusive = small, poorly fitted or top-dose-only effect, or another doubt; inactive = no such curve, though single readings can be large; an effect the other way counts as inactive or inconclusive. Potency is the fitted concentration of half-maximal effect. Not all compounds are listed; count on the stated rates, not on these rows.

SMILES	CXXC DNA block	NPC1 promoter act	Rab9 promoter act	BRCA1 expr up	FLuc counter	RORgamma inh	p53 reactivation	VP16 counter	ELG1 genotox	uPA surface inh	MBNL1 CUG block
CC1(C)CC2CC(C)(CN2C(=O)COC(=O)c2ccccc2C(F)(F)F)C1 (configuration not stated)	.	0%	1%	-26%	3%	.	1%	.	0%	3%	.
C/C(N)=C(/C#N)C(=O)COC(=O)c1ccc(C)c(S(=O)(=O)N2CCCCC2)c1	-3%	2%	6%	-23%	-1%	-14%	-4%	-5%	-4%	4%	-4%
COc1ccc(-c2cn(CCC(=O)O)c(-c3ccncc3)n2)cc1	.	-1%	-1%	2%	?	.	-3%	.	0%	6%	.
CCOC(=O)C1C(=O)CC(C)(O)C(C(=O)OCC)C1c1ccccc1 (configuration not stated)	-1%	-12%	0%	-2%	-1%	-27%	0%	-28%	1%	6%	-18%
Cc1noc(NS(=O)(=O)c2ccc(NC(=O)CS(=O)(=O)c3ccccc3)cc2)c1C	-2%	0%	-3%	-12%	3%	23%	3%	-2%	4%	-1%	-3%
CC1CC2c3cccc(C(=O)O)c3C(=O)N2c2ccc(Cl)cc21 (configuration not stated)	-5%	-5%	0%	-29%	?	13%	1%	-12%	-2%	0%	1%
CC(C)(C)c1ccc(C(=O)NCC(=O)N/N=C/c2cccnc2)cc1	-5%	2%	0%	-3%	?	46%	1%	-5%	1%	-2%	15%
Cc1cc(OC(=O)c2ccc(S(=O)(=O)N3CCOCC3)cc2)c([N+](=O)[O-])c(=O)[nH]1	3%	-4%	-1%	2%	5%	-4%	2%	-12%	3%	4%	6%
Cc1cc(C(=O)OCC(=O)Nc2ccc(F)c(F)c2F)c(C)o1	5%	-7%	0%	0%	-1%	17%	3%	23%	-1%	-2%	1%
O=C(Nc1ccc(Cl)cc1)Nc1nnc(CSCc2ccc(Cl)cc2)s1	-19%	-20%	-40%[inhibitor]	-29%	-1%	41%	0%	-8%	-9%	12%	0%
Cc1ccc(S(=O)(=O)NCC(=O)Nc2ccc(C(F)(F)F)cc2)cc1	5%	-1%	-8%	-8%	1%	-7%	-6%	-5%	-4%	.	-11%
Cc1ccc(Cn2c(=O)c3ccccc3n3c(CCC(=O)NCCN4CCOCC4)nnc23)cc1	1%	-2%	-3%	8%	2%	0%	-4%	-13%	1%[9.26 µM]	4%	-4%
COc1cc(-c2nc3ccc(C)cn3c2NCc2ccccc2)ccc1SC1CCCCC1	.	-5%	-4%	-42%	-17%	.	2%	.	-6%	8.9µM*	.
COCCCNC(=S)Nc1ccccc1[N+](=O)[O-]	-2%	0%	-2%	-7%	0%	32%	6%	-7%	0%	4%	?
CCCC(C)NC(=O)CN(Cc1ccco1)S(=O)(=O)c1ccccc1 (configuration not stated)	.	-4%	-4%	-2%	3%	.	4%	.	-1%	15%	.
CC(C)(C)c1ccc(OCCn2nc(C(=O)O)c3ccccc3c2=O)cc1	-4%	7%	9%	-20%	-11%	22%	2%	?	-20%	-3%	7%
COc1ccc(OC)c2c(N3CCN(C)CC3)cc(C(F)(F)F)nc12	8%	5%	3%	0%	4%	-5%	2%	-8%	1%	2%	32%[activator]
COc1ccc(S(=O)(=O)N2CCC(O)(c3ccc(Cl)cc3)CC2)cc1	1%	-4%	-5%	-8%	10%	?	-2%	-9%	-13%	4%	-6%
Cc1ccccc1Cn1cc(S(=O)(=O)CC(=O)Nc2nccs2)c2ccccc21	-4%	-4%	-4%	-29%	?	?	2%	?	-8%	-12%	?
O=C(CN1CCC(C(=O)c2ccc3c(c2)OCCO3)CC1)NCc1ccccc1	27%	-3%	-2%	-31%	-2%	-7%	-4%	-6%	-6%	2%	-6%
O=C(CSc1ccc2nnc(-c3ccccn3)n2n1)Nc1ccc2c(c1)OCCO2	10%	-5%	-8%	16%	1%	3%	-6%	-2%	3%	12%	17%
O=S(=O)(Nc1cccc(-c2nc3cccnc3s2)c1)c1ccc2c(c1)CCCC2	22%	-2%	0%	-2%	2%	?	1%	-20%	0%	10%	27%
COCCNC(=O)/C=C/c1c(Cl)cccc1Cl	1%	1%	3%	?	-15%	-3%	3%	15%	7%	3%	-7%
CC(C)(C)OC(=O)N1CCC(NC(=O)c2nc[nH]c2C(=O)NCc2ccccc2)CC1	.	-2%	-2%	-7%	-1%	.	10%	.	-2%	-12%	.
O=C(CN(C(=O)c1csnn1)c1ccccc1C(F)(F)F)NC1CCCCC1	-3%	-3%	-2%	-9%	3%	4%	6%	4%	0%	8%	3%
Cc1cnc(NC(=O)CSc2ncc(-c3ccccc3)n2Cc2ccco2)s1	5%	-2%	-5%	-14%	-1%	11µM*	2%	-29%	-16%	-2%	-1%
Cc1ccc(O)c(N=NC2=C(O)CC(C)(C)CC2=O)c1	41%[activator]	-5%	-12%	-71%	?	7.9µM*	?	8.9µM*	?	-11%	.
Cc1ccc(C)c(Sc2ccc(NC(=O)CCN3C(=O)NC4(CCCC4)C3=O)cc2)c1	.	2%	2%	-38%	5%	.	-20%	.	0%	?	.
CCCC(=O)N(Cc1cc(=O)[nH]c2ccccc12)c1ccccc1C	-2%	-4%	4%	-15%	4%	3%	-4%	4%	0%	-4%	10%
O=C(COC(=O)c1cc(Br)ccc1O)Nc1cccnc1Cl	.	-1%	-1%	-7%	2%	.	-7%	.	0%	-6%	.

Arranged by formula weight (descending): part of the list above.
SMILES	CXXC DNA block	NPC1 promoter act	Rab9 promoter act	BRCA1 expr up	FLuc counter	RORgamma inh	p53 reactivation	VP16 counter	ELG1 genotox	uPA surface inh	MBNL1 CUG block
Cc1cnc(NC(=O)CSc2ncc(-c3ccccc3)n2Cc2ccco2)s1	5%	-2%	-5%	-14%	-1%	11µM*	2%	-29%	-16%	-2%	-1%
COc1ccc(S(=O)(=O)N2CCC(O)(c3ccc(Cl)cc3)CC2)cc1	1%	-4%	-5%	-8%	10%	?	-2%	-9%	-13%	4%	-6%
Cc1ccc(O)c(N=NC2=C(O)CC(C)(C)CC2=O)c1	41%[activator]	-5%	-12%	-71%	?	7.9µM*	?	8.9µM*	?	-11%	.

Next records.
SMILES	CXXC DNA block	NPC1 promoter act	Rab9 promoter act	BRCA1 expr up	FLuc counter	RORgamma inh	p53 reactivation	VP16 counter	ELG1 genotox	uPA surface inh	MBNL1 CUG block
FC(F)Oc1ccccc1C1CC(c2ccc(Br)s2)Nc2ncnn21 (configuration not stated)	10%	-4%	0%	-28%	8%	?	-5%	2%	0%	-4%	1%
CCOC(=O)c1c(NC(=O)CN2C(=O)NC3(CCC(C)CC3)C2=O)sc(C(=O)N(C)C)c1C (configuration not stated)	.	-2%	-5%	-2%	2%	.	-13%	.	2%	-2%	.
Cc1ccc(C(=O)Nc2ncccc2O)o1	.	?	?	69%	?	.	?	.	.	-3%	.
Cc1ccc(C(=O)NCC(=O)OCC(=O)/C=C2\N(C)c3ccccc3C2(C)C)cc1C	7%	-3%	-7%	0%	-12%	?	2%	?	-4%	0%	7%
Cn1c(=O)oc2cc(S(=O)(=O)NCCN3CCN(c4ccccc4F)CC3)ccc21	14%	1%	-13%	12%	0%	-16%	0%	1%	-5%	6%	1%
